# Bioassay records deposited in PubChem BioAssay by National Center for Advancing Translational Sciences (NCATS).
# Rab9 promoter act = activates the Rab9 promoter; Huh7 Rab9 promoter-luciferase reporter, luminescence, 24 h; Potency, µM (top dose mostly 9.22 µM), inactives show top-dose activation, negative = inhibition, usual class: activators; 320,000 compounds, 2.8% hits; AID 485297; note: % of control where 0% means no effect; nearly all actives have a fitted effect of over 60% in size
#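 Rab9 promoter-driven luciferase in stably transfected Huh7 cells; 1500 cells/well rested 2 h, exposed to compound in DMSO for 24 h at 37 °C, 5% CO2. Luminescence read 10 min after adding luciferase reagent at ambient temperature.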
# BRCA1 expr up = activators of BRCA1 expression; MCF7-BRCA1-FFLuc reporter, luminescence, 48 h; response scale: scaled: vehicle 0%, 10 µM genistein 100%; Potency, µM (highest dose often 46.1 µM), inactives show at the highest dose activation, most hits filed as activators; 380,000 compounds, 1.1% hits; AID 624202; note: nearly all actives have a fitted effect of over 80% in size; some results filed as inactive show a strong effect at the top dose
#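 Luminescence from a BRCA1-driven firefly luciferase in MCF7 cells was the read-out, taken 15 min after substrate addition following 48 h compound exposure at 37 °C. Data were normalized to a 10 microM genistein control and DMSO vehicle.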
# FLuc modulator = counter-screen for miR-21 project: firefly luciferase inhibitors or activators; P08659; purified FLuc, Km substrates, luminescence inhibition; Potency, µM (highest dose often 57.5 µM), inactives show at the top dose activity change, negative = inhibition, hits mostly inhibitors; 360,000 compounds, 6.9% hits; AID 588342;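 note: plate controls were vehicle for no effect and reference inhibitor for full effect; nearly all actives have a fitted effect of over 55% in size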
# Target sequence (P08659 whole entry, looked up): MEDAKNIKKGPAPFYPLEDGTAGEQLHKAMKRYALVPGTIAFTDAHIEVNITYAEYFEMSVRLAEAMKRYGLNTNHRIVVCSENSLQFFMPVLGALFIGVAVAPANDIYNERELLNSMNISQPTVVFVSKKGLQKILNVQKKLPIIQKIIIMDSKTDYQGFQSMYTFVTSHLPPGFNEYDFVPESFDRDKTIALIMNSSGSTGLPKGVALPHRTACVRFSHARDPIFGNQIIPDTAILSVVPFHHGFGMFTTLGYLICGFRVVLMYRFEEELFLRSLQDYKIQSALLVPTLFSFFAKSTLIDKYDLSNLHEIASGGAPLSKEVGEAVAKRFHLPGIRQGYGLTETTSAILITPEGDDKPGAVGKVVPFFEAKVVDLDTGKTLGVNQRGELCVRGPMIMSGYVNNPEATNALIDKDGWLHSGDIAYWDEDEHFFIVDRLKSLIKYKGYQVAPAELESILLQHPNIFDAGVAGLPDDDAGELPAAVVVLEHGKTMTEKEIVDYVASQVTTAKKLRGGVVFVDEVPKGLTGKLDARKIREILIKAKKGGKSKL
#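 Purified P. pyralis luciferase (10nM final) with 10uM D-luciferin and 10uM ATP (Km levels) in 50mM Tris acetate pH 7.5, 10mM Mg acetate, 0.01% Tween-20, 0.05% BSA; qHTS 6-point titration, ~60 µM downward; luminescence read.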
# uPA surface inh = cell surface uPA generation inhibition; 330,000 compounds, 0.31% hits; cell surface uPA generation assay, qHTS; Potency, µM (doses to about 38.3 µM), without a hit: at the top dose activity change, negative = inhibition, usual class: inhibitors; active = well fitted inhibition curve with a large enough effect; inconclusive = small, poorly fitted or top-dose-only effect; inactive = no such curve, though single readings can be large or run the other way; tested in mouse RAW 264.7 cells; note: % is set by controls: 0 for no effect and ±100 for the full control effect; nearly all actives have a fitted effect of over 55% in size
# NPC1 promoter act = NPC1 promoter activation. Huh7 NPC1 promoter luciferase reporter, 24 h. Potency, µM (top dose mostly 9.22 µM), for the others: top-dose activation, hits mostly activators. 320,000 compounds, 2.4% hits. AID 485313;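 note: % of control where 0% means no effect; nearly all actives have a fitted effect of over 60% in size; reporter is driven by a mutant NPC1 promoter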
#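 Luminescence from an NPC1 promoter-driven luciferase reporter in stably transfected Huh7 cells was measured after 24 h compound treatment at 37 °C, followed by 10 min ambient incubation with luciferase detection reagent.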
# p53 reactivation = restores transcriptional activity of mutant p53; H1299 p53-A138V BP100-luciferase reporter, luminescence, 24 h; AID 504706; 320,000 compounds, 0.063% hits; Potency, µM (titrated, usually from 92.2 µM), for the others: at the top dose activity change, positive = activation, actives largely listed as activators; note: % of control where 0% means no effect; nearly all actives have a fitted effect of over 45% in size
#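 p53-null H1299 cells stably carrying temperature-sensitive p53-A138V and a BP100-luciferase reporter were pinned with compounds (4-point, 1:5 series) and held 24 hrs at 37 deg C. Luminescence was read 10 min after detection reagent.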
# RORg inh = ROR gamma (mouse) transcription inhibition. P51450. Drosophila S2 Gal4-RORgamma UAS-luciferase reporter, 20 h. Potency, µM (top dose mostly 53.6 µM), for inactives: top-dose activity change, negative = inhibition, most hits filed as inhibitors. 310,000 compounds, 5.4% hits; note: % is set by controls: 0 for no effect and ±100 for the full control effect; nearly all actives have a fitted effect of over 60% in size
# Target sequence (P51450 whole entry, looked up, the tested form may be a part): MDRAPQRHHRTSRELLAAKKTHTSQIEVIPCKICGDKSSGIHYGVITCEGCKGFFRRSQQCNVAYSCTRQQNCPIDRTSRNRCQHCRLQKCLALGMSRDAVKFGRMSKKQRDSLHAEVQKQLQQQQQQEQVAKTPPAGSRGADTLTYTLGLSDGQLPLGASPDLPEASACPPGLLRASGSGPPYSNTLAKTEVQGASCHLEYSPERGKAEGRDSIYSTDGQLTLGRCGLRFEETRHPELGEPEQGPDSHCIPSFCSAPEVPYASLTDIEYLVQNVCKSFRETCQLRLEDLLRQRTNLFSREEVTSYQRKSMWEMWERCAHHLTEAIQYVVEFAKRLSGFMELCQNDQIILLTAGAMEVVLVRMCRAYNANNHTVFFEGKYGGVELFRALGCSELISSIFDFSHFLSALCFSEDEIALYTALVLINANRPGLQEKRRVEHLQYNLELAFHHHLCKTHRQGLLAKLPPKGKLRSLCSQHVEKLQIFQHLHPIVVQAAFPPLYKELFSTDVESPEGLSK
#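 Read-out: Photinus luciferase luminescence; inhibitors lower reporter signal. Insect Schneider cells with Gal4-ROR gamma fusion under metallothionein promoter, UAS reporter; 700 uM final copper sulfate induction, 20 hr, ambient temperature.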
# MBNL1 CUG block = MBNL1-poly(CUG) RNA binding inhibition; Q9NR56; TR-FRET MBNL1-His/biotin-(CUG)12 binding, 665/545 ratio; Potency, µM (doses to about 57.5 µM), for the others: at the top dose activity change, negative = inhibition, hits mostly inhibitors; 280,000 compounds, 0.036% hits; active = well fitted inhibition curve with a large enough effect in the signal ratio, with a control signal flat, not every such curve was filed as active; inconclusive = small, poorly fitted or top-dose-only effect, or effect the other way, or a change in a side signal; inactive = no such curve, though single readings can be large or run the other way; the % refers to the signal ratio; note: % is set by controls: 0 for no effect and ±100 for the full control effect
#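 Ratiometric TR-FRET (665 over 545 nm, excitation 340 nm) tracks disruption of MBNL1-His/biotin-(CUG)12 complex after 60 min at room temperature, with compounds at 92 nM to 58 uM final.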
# VP16 counter = counter-screen for ROR gamma inhibitors: Gal4-VP16 reporter. Drosophila S2 Gal4-VP16 UAS-luciferase, luminescence, 20 h. Potency, µM (highest dose often 53.6 µM), for the others: at the top dose activity, negative = inhibition, actives largely listed as inhibitors. 310,000 compounds, 3.5% hits;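 note: Gal4-VP16 expression switched on by copper sulfate through the metallothionein promoter; % is set by controls: 0 for no effect and ±100 for the full control effect; nearly all actives have a fitted effect of over 50% in size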
# ELG1 genotoxic = induces genotoxicity in HEK293T cells with luciferase-tagged ELG1 | 330,000 compounds, 1.3% hits | HEK293T ELG1-luciferase reporter, luminescence, 16 h | Potency, µM (highest dose often 46 µM), inactives show top-dose activity change, positive = activation, usual class: activators | AID 504466; note: % of control where 0% means no effect; nearly all actives have a fitted effect of over 60% in size
#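 Step 1: seed 2,000 HEK293T ELG1-luciferase cells per well. Step 2: add compound or DMSO, incubate 16 hr at 37 °C. Step 3: ONE-Glo, 30 min at room temperature, read luminescence.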
# The depositor's hits bear a star; ? = inconclusive; nt = not tested or not shown; [ ] = remark or other dose. Unless noted, calls come from the whole dose curve; as a rule, active = well fitted curve in the direction sought with a large enough effect; inconclusive = small, poorly fitted or top-dose-only effect, or another doubt; inactive = no such curve, though single readings can be large; an effect the other way counts as inactive or inconclusive. Potency is the fitted concentration of half-maximal effect.
SMILES,Rab9 promoter act,BRCA1 expr up,FLuc modulator,uPA surface inh,NPC1 promoter act,p53 reactivation,RORg inh,MBNL1 CUG block,VP16 counter,ELG1 genotoxic
Cc1ccc(CNC(=O)c2ccc(NC3=NC4CS(=O)(=O)CC4S3)cc2)cc1 (stereo not given),-1%,-4%,8%,10%,2%,nt,-6%,4%,-15%,?
O=C(CCl)N1CCN2C(=O)c3ccccc3C12c1ccc(Cl)cc1 (stereo not given),-59%[inhibitor],-49%,3%,-3%,-29%,-11%,?,-6%,?,-12%
CCOc1ccc(NCc2nc3ccccc3n2CCOc2ccccc2)cc1,25%,18%,12µM*,-8%,?,?,?,23%,?,?
CCCCN(CC)S(=O)(=O)N1CCC(C(=O)NCc2ccc(F)cc2)CC1,-10%,0%,3%,7%,-1%,-3%,5%,3%,0%,-10%
O=c1c2ccccc2c2ccccc2c(=O)n1Cc1cccnc1,-5%,26%,2%,-13%,0%,4%,11%,4%,19%,-5%
Cc1ccc(-n2cccc2/C=C2/C(=N)N3C(=NC2=O)SN=C3S(C)(=O)=O)cc1,2%,-4%,19µM*,1%,-1%,1%,0%,1%,-10%,0%
O=S(=O)(Nc1nc2ccccc2nc1-[n+]1cccc(N=C([O-])c2ccccc2Cl)c1)c1ccccc1,1%,nt,1%,nt,-2%,-1%,20%,nt,1%,-3%
NS(=O)(=O)c1ccc(O)c(NC(=O)c2ccc([N+](=O)[O-])cc2)c1,?,10%,-8%,1%,?,14%,27%,?,12%,9%
CC1CCOC(c2coc3ccccc3c2=O)O1 (stereo not given),?,78%,13µM*,-11%,?,?,?,-5%,?,?
CCOC(=O)N1CCN(Cc2nc3cc(NC(=O)CC)ccc3n2C)CC1,-1%,-1%,1%,-7%,-5%,0%,-19%,1%,-5%,1%
CN(CC(=O)Nc1ccc(F)c(F)c1F)C(=O)Cn1cnc2c1c(=O)n(C)c(=O)n2C,1%,-4%,2%,3%,-1%,2%,nt,nt,nt,0%
CC(C)NS(=O)(=O)c1ccc(OCC(=O)N2CCc3ccccc3C2)cc1,-5%,-1%,0%,2%,-4%,6%,36%,4%,23%,-4%
O=C(Nc1cccc(S(=O)(=O)NC2=NCCC2)c1)C1CCC1,12%,-24%,-1%,2%,13%,4%,10%,-9%,0%,5%
O=C(COc1ccccc1[N+](=O)[O-])OC1CCS(=O)(=O)C1 (stereo not given),-1%,17%,2%,-1%,-3%,0%,0%,8%,-8%,1%
CCOC(=O)C1CCN(S(=O)(=O)c2ccc3[nH]c(=O)c(=O)[nH]c3c2)CC1,1%,-4%,-1%,-1%,1%,0%,5%,-3%,-8%,-1%

# The final 3 records of the section above lead into the next:
SMILES,Rab9 promoter act,BRCA1 expr up,FLuc modulator,uPA surface inh,NPC1 promoter act,p53 reactivation,RORg inh,MBNL1 CUG block,VP16 counter,ELG1 genotoxic
O=C(Nc1cccc(S(=O)(=O)NC2=NCCC2)c1)C1CCC1,12%,-24%,-1%,2%,13%,4%,10%,-9%,0%,5%
O=C(COc1ccccc1[N+](=O)[O-])OC1CCS(=O)(=O)C1 (stereo not given),-1%,17%,2%,-1%,-3%,0%,0%,8%,-8%,1%
CCOC(=O)C1CCN(S(=O)(=O)c2ccc3[nH]c(=O)c(=O)[nH]c3c2)CC1,1%,-4%,-1%,-1%,1%,0%,5%,-3%,-8%,-1%
CCOC(=O)N1CCN(CC(=O)Nc2ccccc2C(=O)Nc2ccccc2)CC1,-5%,0%,-4%,14%,-5%,-4%,nt,nt,nt,-5%
NC(=NC(=O)c1ccc(OCC(F)(F)F)nc1)c1ccccc1,-1%,-4%,?,9%,0%,4%,1%,-3%,0%,2%
Cc1ccc(S(=O)(=O)N/N=C2\C(=O)C3(C)CCC2C3(C)C)cc1 (stereo not given),-6%,-17%,4%,6%,1%,-14%,-9%,-5%,0%,1%
COC(=O)NNC(=O)c1ccc(C)c(Br)c1,7%,4%,1%,7%,-8%,-9%,-11%,?,1%,0%
CCC(C)C(NC(=O)C1CCC(=O)N1C(=O)OCc1ccccc1)C(=O)NC(Cc1ccccc1)C(N)=O (stereo not given),12%,1%,1%,4%,-4%,2%,3%,1%,-8%,-2%
O=C(COC(=O)c1ccc2c(c1)OCO2)NC1CCS(=O)(=O)C1 (stereo not given),-2%,-2%,1%,5%,4%,-5%,15%,-7%,1%,-7%
Cc1nn(C)cc1CN1CCC(CO)(CCOc2ccccc2)CC1,-14%,16%,4%,8%,0%,3%,8%,-8%,-4%,1%
O=C(COc1ccccc1)N1CCN(c2ncccn2)CC1,-3%,-2%,-6%,0%,1%,-1%,-4%,-14%,1%,6%
NS(=O)(=O)c1cccc(NS(=O)(=O)c2ccc3ccccc3c2)c1,-5%,0%,4%,4%,2%,-3%,?,3%,0%,-5%
O=C1c2oc3ccccc3c(=O)c2C(c2cccc(Br)c2)N1Cc1ccco1 (stereo not given),11%,0%,1%,nt,-3%,9%,12%,-10%,-6%,-2%
COc1ccc(N(C(=O)c2snc(C(N)=O)c2N)C(C(=O)NC2CCCC2)c2cc(OC)ccc2OC)c(OC)c1 (stereo not given),-2%,-1%,-1%,1%,-1%,-3%,33%,7%,-7%,0%
COc1nc(-c2ccccc2)ccc1-c1noc(-c2ccco2)n1,4µM*,?,8.5µM*,6%,?,?,?,11%,?,21µM*
O=C(Nc1ccc(-c2cscn2)cc1)C1CCCN(Cc2ccccc2)C1 (stereo not given),7%,34%,-6%,?,2%,2%,1.8µM*,-10%,-21%,-1%
O=C(NCCCN1CCOCC1)c1cccs1,6%,-4%,-2%,nt,1%,-5%,-28%,-5%,?,3%
O=C(NC1CCCC1)C(c1ccccc1)N(C(=O)c1csnn1)c1ccccc1F (stereo not given),3%,-21%,4%,3%,1%,-2%,-15%,-1%,3%,-1%

# At a glance, two of the compounds above.
SMILES,Rab9 promoter act,BRCA1 expr up,FLuc modulator,uPA surface inh,NPC1 promoter act,p53 reactivation,RORg inh,MBNL1 CUG block,VP16 counter,ELG1 genotoxic
O=C(NCCCN1CCOCC1)c1cccs1,6%,-4%,-2%,nt,1%,-5%,-28%,-5%,?,3%
O=C(NC1CCCC1)C(c1ccccc1)N(C(=O)c1csnn1)c1ccccc1F (stereo not given),3%,-21%,4%,3%,1%,-2%,-15%,-1%,3%,-1%

# Next part
SMILES,Rab9 promoter act,BRCA1 expr up,FLuc modulator,uPA surface inh,NPC1 promoter act,p53 reactivation,RORg inh,MBNL1 CUG block,VP16 counter,ELG1 genotoxic
Cc1ccc(-n2ccc(=O)c(C(=O)Nc3ccc(S(=O)(=O)N4CCOCC4)cc3)n2)cc1,-2%,-7%,-2%,2%,-1%,4%,-20%,4%,-4%,2%
COc1cc(OC)nc(Oc2ccccc2C(=O)Oc2cccc(C)c2)n1,-3%,0%,1%,-4%,-2%,3%,-10%,-3%,2%,-2%
O=c1c(N=Nc2ccc(O)cc2)c(-c2ccccc2)[nH]n1-c1ccc([N+](=O)[O-])cc1,11%,-33%,1%,-8%,-18%,2%,-1%,?,-2%,-5%
COCCCn1c(O)c(/C=C2\N=C(C#N)C(=Nc3ccc(C)cc3)O2)sc1=S,-25%,-42%,6.7µM*,-8%,-18%,7%,?,5%,?,13%
S=C(NCc1ccco1)N1CCN(c2ccc(Cl)cc2)CC1,-6%,2%,3%,-5%,-8%,-2%,?,4%,10%[10 µM],-8%
Cn1cc(S(=O)(=O)N2CCCC(C(=O)O)C2)cn1 (stereo not given),-2%,12%,4%,-1%,-1%,3%,-6%,-2%,-3%,0%
COc1ccc(C(=O)C(OC(=O)c2ccccc2)c2ccccc2)cc1 (stereo not given),?,30%,?,-5%,?,5%,27%,-1%,0%,?
CCC(C)(C)NC(=O)CN(Cc1ccc2c(c1)OCO2)C(=O)CCC(=O)Nc1nccs1,-2%,-20%,1%,3%,2%,-3%,28%,-6%,-3%,-5%
Cc1ccc([N+](=O)[O-])c2c1C(N1CCCCC1)C(C)(C)O2 (stereo not given),2%,7%,-1%,3%,-6%,-3%,30%,2%,-5%,1%
COC(=O)c1c(C)[nH]c(C(=O)OCc2csc(CC(=O)Nc3ccccc3C)n2)c1C,nt,-10%,nt,2%,nt,3%,nt,nt,nt,0%

# Of the compounds above, 4 contain fluorine:
SMILES,Rab9 promoter act,BRCA1 expr up,FLuc modulator,uPA surface inh,NPC1 promoter act,p53 reactivation,RORg inh,MBNL1 CUG block,VP16 counter,ELG1 genotoxic
CCCCN(CC)S(=O)(=O)N1CCC(C(=O)NCc2ccc(F)cc2)CC1,-10%,0%,3%,7%,-1%,-3%,5%,3%,0%,-10%
CN(CC(=O)Nc1ccc(F)c(F)c1F)C(=O)Cn1cnc2c1c(=O)n(C)c(=O)n2C,1%,-4%,2%,3%,-1%,2%,nt,nt,nt,0%
NC(=NC(=O)c1ccc(OCC(F)(F)F)nc1)c1ccccc1,-1%,-4%,?,9%,0%,4%,1%,-3%,0%,2%
O=C(NC1CCCC1)C(c1ccccc1)N(C(=O)c1csnn1)c1ccccc1F (stereo not given),3%,-21%,4%,3%,1%,-2%,-15%,-1%,3%,-1%
